mIDH1 inhibitor: human IDH1 R132H inhibition; O75874; IDH1-R132H enzyme, NADPH consumption, diaphorase/resazurin fluorescence; Potency, µM (titrated, usually from 76.6 µM), for inactives: at the highest dose activity change, negative = inhibition, actives largely listed as inhibitors; 390,000 tested, 0.093% active; further: potency means the concentration at half of the fitted maximal effect; on the % scale 0 is the no-effect control and ±100 the full control effect; nearly all actives have a fitted effect of over 65% in size
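IDH1-R132H (0.5 ug/mL) preincubated 30 min with compound, then NADPH (0.016 mM) and alpha-KG (2 mM) added; 80 min at RT, pH 7.5. Remaining NADPH coupled via diaphorase/resazurin to fluorescence (540/590 nm); concentration-response curves normalized to no-enzyme control.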
TrxR1 substrate: rat thioredoxin reductase 1 substrate activity; 390,000 tested, 0.01% active; purified TrxR1 substrate turnover, NADPH consumption readout; AID 588456; O89049; Potency, µM (top dose mostly 114 µM), for the others: at the top dose activity change, negative = substrate turnover; further: potency means the concentration at half of the fitted maximal effect; on the % scale 0 is the no-effect control and ±100 the full control effect; nearly all actives have a fitted effect of over 50% in size
Target sequence (O89049 whole entry, looked up): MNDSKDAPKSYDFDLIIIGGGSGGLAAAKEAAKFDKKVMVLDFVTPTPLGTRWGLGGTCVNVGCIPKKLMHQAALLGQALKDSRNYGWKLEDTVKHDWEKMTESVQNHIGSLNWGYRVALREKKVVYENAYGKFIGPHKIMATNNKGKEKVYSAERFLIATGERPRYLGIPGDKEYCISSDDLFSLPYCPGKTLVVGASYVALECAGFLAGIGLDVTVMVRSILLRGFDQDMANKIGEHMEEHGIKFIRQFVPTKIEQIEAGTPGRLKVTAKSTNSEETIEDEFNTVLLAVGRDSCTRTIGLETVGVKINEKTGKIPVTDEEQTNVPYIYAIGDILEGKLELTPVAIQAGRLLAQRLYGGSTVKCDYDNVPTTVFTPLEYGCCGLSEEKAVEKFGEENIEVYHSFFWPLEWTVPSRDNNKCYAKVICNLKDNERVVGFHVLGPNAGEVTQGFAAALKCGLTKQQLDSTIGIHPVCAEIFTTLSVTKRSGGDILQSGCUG
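Rat TrxR1, dispensed at 90 nM, was prereduced with 400 uM NADPH (final) for 5 min at ~22 deg C, then incubated with compound 15 min before 400 uM selenite. A first-read NADPH fluorescence drop versus no-compound background flagged substrates.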
TrxR1 inh: rat TrxR1 inhibition | O89049 | recombinant rTrxR1, NADPH fluorescence consumption, selenite substrate | Potency, µM (top dose mostly 114 µM), for the others: at the top dose activity change, negative = inhibition, usual class: inhibitors | 390,000 tested, 1% active; further: potency means the concentration at half of the fitted maximal effect; on the % scale 0 is the no-effect control and ±100 the full control effect; nearly all actives have a fitted effect of over 65% in size
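Rat TrxR1 (90 nM in the dispensed reagent) was pre-reduced with 400 uM NADPH for 5 min at room temperature, then incubated with compound for 15 min. After 400 uM selenite was added, NADPH fluorescence (Ex 340/Em 450 nm) was followed for 8 min.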
USP1-UAF1 inh: blocks the human USP1/UAF1 deubiquitinase complex | O94782 | recombinant USP1/UAF1, Ub-Rhodamine cleavage fluorescence | Potency, µM (titrated, usually from 57.1 µM), for inactives: top-dose activity change, negative = inhibition, actives largely listed as inhibitors | 390,000 tested, 0.23% active; further: potency means the concentration at half of the fitted maximal effect; on the % scale 0 is the no-effect control and ±100 the full control effect; nearly all actives have a fitted effect of over 60% in size; inactives centre near -12
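1 nM enzyme complex + cpd, 15 min RT; start with Ub-Rho 150nM final; kinetic fluorescence ex 480/em 540, 6 reads q60 s. Buffer 50mM HEPES pH 7.8, 0.5mM EDTA, 0.1 mg/ml BSA, 1mM TCEP, 0.01% Tween-20.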
TRHR agonist: TRH receptor (human) agonism. activation, % at 2 µM. P34981. 360,000 tested, 0.18% active. TRHR cells, calcium flux fluo-8, FDSS agonist mode. AID 493084; in the data active means activation above about 30%; further: 0% is about no effect
Target sequence (P34981 whole entry, looked up): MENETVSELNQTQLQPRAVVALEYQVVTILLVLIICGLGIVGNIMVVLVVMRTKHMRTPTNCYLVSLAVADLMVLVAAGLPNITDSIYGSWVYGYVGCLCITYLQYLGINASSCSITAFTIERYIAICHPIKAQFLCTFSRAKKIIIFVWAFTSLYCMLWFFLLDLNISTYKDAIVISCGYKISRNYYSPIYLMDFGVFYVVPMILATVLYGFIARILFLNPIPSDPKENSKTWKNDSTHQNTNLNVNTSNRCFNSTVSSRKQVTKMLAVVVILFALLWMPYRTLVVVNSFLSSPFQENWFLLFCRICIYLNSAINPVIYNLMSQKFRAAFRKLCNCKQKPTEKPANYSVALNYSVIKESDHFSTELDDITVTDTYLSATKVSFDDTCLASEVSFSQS
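Fluo-8-loaded TRHR cells; 10 s baseline, compound added, kinetic Ca2+ fluorescence read 1/s, agonist mode.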
PI4K2A block: PI4K2A (human) kinase inhibition; 420,000 tested, 0.13% active; Q9BTU6; purified PI4K2A, ADP-Glo luminescence, 1 h; stronger effect = lower value; AID 1346378; activity change, negative = inhibition, % at 76.9 µM; in the data active means activity change below about -50%; inconclusive means mostly about -30% to -49%;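 further: -100% = wells without enzyme as full effect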
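ADP-Glo luminescence measured ADP generated by PI4K2A enzyme (4 ug/mL before mixing) with 1.2 mM PI substrate (pre-mix) and 300 microM ATP (pre-mix). Tris pH7.5 buffer with MgCl2, Triton X-100; 1 h reaction at ambient temperature.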
D2 ag: activates the human D2 dopamine receptor; P14416; activation, % at 2 µM; HEK293 T-REx D2 cells, calcium flux agonist mode; AID 485358; 340,000 tested, 0.53% active;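 active means activation over 3 SD above normal in the single-dose calcium agonist read, cut at about 30% in these data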; further: 0% is about no effect
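In this primary screen, compounds producing a positive calcium signal within 180 s of addition to tetracycline-induced, force-coupled HEK293 Trex D2 cells are flagged; cells are dye-loaded with a no-wash calcium kit beforehand.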
D2 antagonist: D2 dopamine receptor (human) antagonism. HEK293 TREx D2 cells, calcium flux, dopamine EC80. inhibition, % at 10 µM. 340,000 tested, 2% active. AID 485344; in the data active means inhibition above about 30%; further: 0% is about no effect
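Overnight-induced (tetracycline, 30 C) HEK293 T-REx cells carrying force-coupled D2 receive a no-wash calcium dye, then compound, then EC80 dopamine at 180 s; signals are read kinetically throughout.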
TRHR PAM: allosteric enhancers of human TRH receptor | P34981 | TRHR cells, fluo-8 calcium fluorescence, EC20 TRH enhancement | enhancement, % at 2 µM | 360,000 tested, 0.66% active; in the data active means enhancement above about 30%; further: 0% is about no effect
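Enhancer read-out: after compound pinning and an initial kinetic agonist-mode read, an EC20 of TRH (10 nM final) was injected and fluo-8 calcium signal (Ex 480/Em 530) followed at 1 s/cycle for 100 cycles in TRHR-expressing cells.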
* marks the source's active call; other numbers are inactive results; ? = inconclusive; nt = not tested or not shown; [ ] = another dose, or the depositor's remark. Unless noted, the call rests on the fitted dose curve; in most records, active means well fitted inhibition curve with a large enough effect; inconclusive means small, poorly fitted or top-dose-only effect; inactive means no such curve, though single readings can be large or run the other way.

cpd	canonical_smiles	mIDH1 inhibitor	TrxR1 substrate	TrxR1 inh	USP1-UAF1 inh	TRHR agonist	PI4K2A block	D2 ag	D2 antagonist	TRHR PAM
1	COCCOC1CCN(Cc2cn(Cc3ccccc3)nc2-c2cc3ccccc3o2)CC1	0.6%	2.8%	16.9%	-6.3%	0.5	0.8	0.1	-3.9	-4.8
2	CN(C)c1ccc(/C=c2\sc3nc(-c4ccccc4)nn3c2=O)cc1	nt	nt	nt	nt	5.5	nt	2.5	16.3	-2.7
3	CCNc1nc(NCC)nc(Oc2ccc(OCC)nn2)n1	3.9%	6.9%[11.4 µM]	6.1%[11.4 µM]	-6.7%	0.6	1.1	0.0	-3.1	20.6
4	COC(=O)c1c(C)[nH]c(C)c1-c1ccc(C)cc1	6.6%	-2.0%	7.6%	-25.8%	2.2	1.3	1.8	-8.3	-11.3
5	CNC(=O)NCCN1CCCC1=O	0.7%	1.1%	15.5%	-3.3%	0.4	6.7	0.6	-1.2	-1.3
6	COC(=O)c1ccccc1NC(=O)COC(=O)[C@H](C)NC(N)=O	23.5%	12.3%	28.2%	-18.7%	-1.4	1.1	-2.6	6.2	3.5
7	Cc1cccc(C)c1NC(=S)N(CCN(C)C)C(C)c1ccccn1 (configuration not stated)	-6.3%	5.4%	8.9%	-4.9%	-0.1	2.9	-0.1	3.6	0.9
8	COc1cc(/C=N/NC(=O)CNC(=O)c2ccco2)ccc1O	5.8%	-1.6%	10.1%[57.1 µM]	-1.2%	0.0	-4.7	0.9	11.0	-7.1
9	CC(O)CNCCCOc1ccc(Cl)cc1C(C)(C)C (configuration not stated)	13.6%	5.1%[57.1 µM]	19.6%[57.1 µM]	-5.7%	3.5	-6.1	0.8	-18.0	7.3
10	Nc1nc(C(F)(F)F)c(Br)c(=O)n1N	6.8%	4.5%[57.1 µM]	3.8%[57.1 µM]	-3.7%	0.6	-0.5	0.6	10.1	-23.8
11	COC1=CC(=O)C(C2CC(=O)c3c(O)cc(O)cc3O2)=CC1=O (configuration not stated)	18.7%	7.9%[11.4 µM]	?	?	nt	-3.8	nt	nt	nt
12	CN(C)c1ccccc1-c1csc(N2CCC(C(N)=O)CC2)n1	nt	-5.9%	12.5%	nt	-0.5	0.2	nt	nt	7.9
13	O=C(CC1CCCC1)Nc1cc(C(F)(F)F)ccc1-n1cncn1	-1.9%	-6.3%	8.5%	-14.6%	2.3	6.3	0.4	-17.8	6.2
14	CS(=O)(=O)N1Cc2ccccc2CC1C(=O)O (configuration not stated)	-4.1%	9.0%	16.1%[57.1 µM]	-14.9%	0.1	0.9	nt	nt	-1.2
15	Cc1ccccc1C(OCC(O)CN1CCN(CCO)CC1)c1ccccc1 (configuration not stated)	4.1%	0.3%	19.3%	-5.1%	1.1	2.4	-0.9	-15.5	-6.0
16	COCCn1c(C)cc(C(=O)CN2C(=O)NC3(CCCCCC3)C2=O)c1C	-0.8%	1.0%	-7.4%	-10.3%	0.5	7.1	0.4	5.6	-0.2
17	COCCNC(=O)CCC1CCN(Cc2cccc(-c3ccc(C)o3)c2)CC1	-7.6%	-7.1%	?	-24.1%	0.1	2.8	-0.6	-12.7	-2.2
18	CC(=O)n1cc([C@H]2C=C(C(=O)Nc3ccccc3)O[C@@H](OCc3ccc(CO)cc3)C2)c2ccccc21	-2.6%[38.3 µM]	-1.4%	4.4%	?	0.9	-3.0	0.8	4.9	1.4
19	O=C(NC1CCCCCC1)c1cccnc1Sc1ccccc1	0.1%	-2.7%	10.9%	-11.9%	-0.1	-5.2	2.2	-1.8	-5.1
20	Cc1cc(C)c2nc(SCC(=O)Nc3cc(C)on3)c(C)cc2c1	-4.3%	-1.9%[57.1 µM]	1.5%[57.1 µM]	-3.4%	-1.4	-4.8	-0.2	4.3	17.1
21	O=C(COc1ccc(Br)cc1)Nc1nc(-c2cccnc2)cs1	7.4%	-1.8%	-15.9%	-21.1%	0.3	-7.3	nt	nt	0.6
22	On1c(-c2ccccc2)nc2ccccc21	1.7%	1.5%	7.6%	-17.8%	0.1	-2.3	0.4	-16.0	0.1
23	Cc1cccc(C)c1OCc1nnc(NC(=O)CSc2ccc(Cl)cc2)s1	2.7%	2.3%	9.6%	-1.0%	-0.2	-6.2	-0.1	-14.9	-2.1
24	COC(=O)C1=C(C)OC(N)=C(C#N)C1c1ccccc1 (configuration not stated)	-0.8%	-0.6%	0.8%	-14.4%	-0.5	-6.8	-0.2	-13.2	-0.5
25	CC(C)(C)n1nnnc1C(c1cccs1)N1CCCC2(CCCCC2)C1 (configuration not stated)	5.0%	-0.2%[57.1 µM]	25.2%[57.1 µM]	-18.4%	0.1	6.4	-0.4	-6.8	-5.6
26	CCOC(=O)CN(C(=O)COC(=O)C1(c2ccccc2)CC1)c1ccc(F)cc1	10.7%	-4.8%	1.2%	-10.9%	2.7	-0.7	0.7	-7.6	-3.7
27	CCOC(=O)N1CCC(N2C(=O)c3ccccc3C2Nc2ccc3c(c2)OCCO3)CC1 (configuration not stated)	-15.6%	4.6%	29.4%	-5.0%	-0.3	5.8	-0.4	-19.9	2.3
28	CCc1nc2sc3c(O)cc(=O)[nH]c3c2cc1C	0.2%	36.5%[activator]	7.5%	-17.2%	0.3	-0.1	0.2	-0.8	-5.2
29	Cc1ccc(-c2cc(C(=O)N3CCOCC3)c3ccccc3n2)cc1	5.9%	29.6%[57.1 µM]	3.1%[57.1 µM]	-23.2%	0.0	-1.4	-0.3	1.6	3.5
30	COc1ccc2oc3cc(C)[n+]([O-])c(-c4ccc(C)cc4)c3c2c1	0.1%	-3.0%	-17.7%	1.4%	-0.2	1.4	1.6	-15.6	1.0
31	C[C@H](O)Cc1cc2ccccc2c(=O)o1	-13.0%	-0.5%	11.1%	-14.3%	nt	-0.4	nt	nt	nt
32	COc1ccccc1C(C)NC(=O)CN(C)CC(=O)Nc1c(C)cccc1C (configuration not stated)	-11.3%	1.5%	12.0%	0.0%	0.5	-0.9	0.2	-12.8	2.1

Nos. 25–29 of the list above:
cpd	canonical_smiles	mIDH1 inhibitor	TrxR1 substrate	TrxR1 inh	USP1-UAF1 inh	TRHR agonist	PI4K2A block	D2 ag	D2 antagonist	TRHR PAM
25	CC(C)(C)n1nnnc1C(c1cccs1)N1CCCC2(CCCCC2)C1 (configuration not stated)	5.0%	-0.2%[57.1 µM]	25.2%[57.1 µM]	-18.4%	0.1	6.4	-0.4	-6.8	-5.6
26	CCOC(=O)CN(C(=O)COC(=O)C1(c2ccccc2)CC1)c1ccc(F)cc1	10.7%	-4.8%	1.2%	-10.9%	2.7	-0.7	0.7	-7.6	-3.7
27	CCOC(=O)N1CCC(N2C(=O)c3ccccc3C2Nc2ccc3c(c2)OCCO3)CC1 (configuration not stated)	-15.6%	4.6%	29.4%	-5.0%	-0.3	5.8	-0.4	-19.9	2.3
28	CCc1nc2sc3c(O)cc(=O)[nH]c3c2cc1C	0.2%	36.5%[activator]	7.5%	-17.2%	0.3	-0.1	0.2	-0.8	-5.2
29	Cc1ccc(-c2cc(C(=O)N3CCOCC3)c3ccccc3n2)cc1	5.9%	29.6%[57.1 µM]	3.1%[57.1 µM]	-23.2%	0.0	-1.4	-0.3	1.6	3.5

Next structures
cpd	canonical_smiles	mIDH1 inhibitor	TrxR1 substrate	TrxR1 inh	USP1-UAF1 inh	TRHR agonist	PI4K2A block	D2 ag	D2 antagonist	TRHR PAM
33	C=CCN1C=CC(=O)[C@@H](OC(=O)Nc2ccc(Br)cc2)[C@H]1c1ccccc1Br	5.5%	-6.2%	-0.6%	-33.9%	nt	-7.3	nt	nt	nt
34	CCOC(=O)N/N=C\c1ccc(-c2cccc(C(F)(F)F)c2)o1	15.7%	4.9%[57.1 µM]	23.3%[57.1 µM]	-7.8%	-0.5	-9.2	0.0	-5.1	-9.4
35	Cc1sc(NC(=O)CN2CCOCC2)c(C#N)c1C	-2.6%	-3.9%	26.4%	-7.5%	-0.5	3.2	-0.2	22.0	-8.0
36	C=CC(COCc1ccccc1)N(CC(=O)OC)S(=O)(=O)c1cc(Br)ccc1OC (configuration not stated)	-1.8%	-2.2%	12.0%	-14.2%	nt	-1.3	nt	nt	nt
37	COc1ccc(Br)cc1CNC(=O)C1COc2ccccc2C1 (configuration not stated)	-17.7%	5.1%[57.1 µM]	19.9%[57.1 µM]	-6.5%	-0.6	-0.2	0.9	nt	3.3
38	O=C(NCc1ccc(F)cc1)C1CCCN(c2cnccn2)C1 (configuration not stated)	5.9%	-4.7%	-3.5%	-11.7%	-0.3	-3.3	1.0	-0.1	0.4
39	CNC(=O)c1c(C)nc(SCC(=O)NCc2ccc(OC)cc2)c(C#N)c1-c1ccco1	2.4%	0.0%	-8.9%	-13.2%	1.3	1.2	-0.1	4.8	-2.0
40	C/C(=C\c1ccc(Cl)cc1)C(=O)c1c(C)cc(C)[nH]c1=O	-0.5%	-3.5%	-5.8%	-13.3%	-0.5	11.1	0.1	-11.9	3.5

A few values from the results shown:
no. 36 | USP1-UAF1 inh = -14.2%
no. 35 | D2 ag = -0.2
no. 40 | D2 antagonist = -11.9
no. 33 | TrxR1 substrate = -6.2%
no. 34 | D2 ag = 0.0

Next results.
cpd	canonical_smiles	mIDH1 inhibitor	TrxR1 substrate	TrxR1 inh	USP1-UAF1 inh	TRHR agonist	PI4K2A block	D2 ag	D2 antagonist	TRHR PAM
41	C[C@@H](NC(=O)c1nc[nH]c1C(=O)OCc1ccccc1)c1ccccc1	5.4%	-7.4%[57.1 µM]	17.2%	-27.3%	-0.9	-0.4	0.3	-14.2	2.2
42	CN(CC(=O)Nc1ccccc1C(F)(F)F)C(=O)CSc1nc(N)cc(N)n1	6.2%	-8.4%	-0.1%	-18.7%	-0.1	16.6	0.3	7.5	2.7
43	O=C1CC(c2ccccc2)Cc2[nH]c(=O)c(-c3nc(-c4ccc(F)cc4)cs3)cc21 (configuration not stated)	-2.8%	0.3%	-16.1%	10.3%	0.7	-16.1	0.0	nt	-6.2
44	COc1cc(Cn2c(N)c(C#N)c3nc4ccccc4nc32)cc(OC)c1	0.2%	60.7%[activator][57.1 µM]	25.1%[57.1 µM]	-2.7%	1.8	-1.0	1.7	-21.2	1.2

Source: PubChem
